From PubChem
TAG inh: triacylglycerol accumulation inhibition; inhibition, % at 12.5 µM; 230,000 compounds, 0.66% hits; H9c2 cells, Nile Red lipid (TAG) fluorescence; cells loaded with 200 µM oleic acid;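 active = pattern-corrected inhibition of lipid staining of at least 50% with the nuclear-stain viability signal not falling by more than 50%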;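 also: 0% = DMSO wells and 100% = triacsin C control wells; some results filed as inactive read as strong as hits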
TAG inh DAPI viability: second read-out of TAG inh, no call of its own (marks repeat the call); DAPI nuclei signal change (viability), lower = more cytotoxic, %;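 whole-well DAPI fluorescence read on a plate reader as a viability signal; minus 50 percent equals half of cells still viable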
* marks the source's active call; other numbers are inactive results. This is a subset; the hit share may differ from the screen's.

nr	compound	TAG inh	TAG inh DAPI viability
1	COC(=O)c1ccccc1SC1CC(=O)N(c2cccc(C)c2)C1=O (configuration not stated)	1	2
2	CCOC(=O)C1=C(C)NC(=O)/C1=C\N(C)C	5	1
3	COc1ccccc1C(=O)N/C(=C\c1ccc(Br)cc1)C(=O)NCCO	-10	11
4	O=C(c1ccc(Cn2ccc([N+](=O)[O-])n2)cc1)N1CCN(Cc2ccccc2)CC1	-2	1
5	Cn1cccc1C(=O)NC(=O)COC(=O)CNC(=O)c1ccc(Cl)cc1Cl	2	-2
6	CCC(Oc1ccc(Br)cc1Cl)C(=O)Nc1nnc(C2CC2)s1 (configuration not stated)	6	2
7	Cc1nn(CC(=O)c2cccc(Cl)c2)c(C)c1[N+](=O)[O-]	6	5
8	CC1(c2ccc(OC(F)F)cc2)NC(=O)N(CC(=O)Nc2ccc3[nH]c(=O)[nH]c3c2)C1=O (configuration not stated)	1	1

Filtered by structure, the compounds so far containing sulfur.
nr	compound	TAG inh	TAG inh DAPI viability
1	COC(=O)c1ccccc1SC1CC(=O)N(c2cccc(C)c2)C1=O (configuration not stated)	1	2
6	CCC(Oc1ccc(Br)cc1Cl)C(=O)Nc1nnc(C2CC2)s1 (configuration not stated)	6	2

(continued)
nr	compound	TAG inh	TAG inh DAPI viability
9	O=C(Nc1nc(-c2ccccn2)cs1)c1cc2ccccc2o1	1	-8
10	Cc1ccc(NC(=O)c2nc[nH]c2C(=O)NCCCCNC(=O)c2[nH]cnc2C(=O)Nc2ccc(C)cc2)cc1	66*	-2.7*
11	Cc1nc2c(-c3ccc(F)cc3)c(C)nn2c(C)c1CCC(=O)Nc1ccccc1	11	-4
12	Clc1ccc(N/N=C/c2cccs2)nn1	-7	3
13	Cc1ccc(CNC(=O)C2CC(=O)N(c3ccc(OCC(=O)N4CCCC4)cc3)C2)cc1 (configuration not stated)	-5	-5
14	Cc1[nH]c(=S)c(C#N)c(-c2ccco2)c1C(=O)N(C)C	9	3
15	Cc1noc(C)c1COC(=O)C1COc2ccccc2O1 (configuration not stated)	-35	22
16	CCC(=O)N1CCCC(C)(C(=O)Nc2ccc3scnc3c2)C1 (configuration not stated)	-3	3
17	O=c1oc(/C=C/c2ccccc2)nc2sc3c(c12)CCC3	-53	4
18	CC(C)c1nnc(NC(=O)c2cccs2)s1	11	3
19	O=C(NC1=NCCS1)c1ccccc1Br	4	-8
20	Cc1nc(N)nc(COc2ccccc2)n1	-15	3
21	Cc1cc[n+](Cc2ccc([N+](=O)[O-])cc2)cc1	-7	7
22	COc1ccc2c(c1)c(C(=O)CN1CCN(Cc3ccccc3)CC1)c(C)n2C	5	5
23	CN(C)c1cc[n+](CC(=O)c2ccc(Br)cc2)cc1	-6	5
24	O=C(c1ccc(NS(=O)(=O)c2ccc(F)cc2)cc1)N1CCCCCC1	-16	6

Entries of single compounds from above:
Profile of O=C(c1ccc(Cn2ccc([N+](=O)[O-])n2)cc1)N1CCN(Cc2ccccc2)CC1 = TAG inh: -2; TAG inh DAPI viability: 1
Profile of CN(C)c1cc[n+](CC(=O)c2ccc(Br)cc2)cc1 = TAG inh: -6; TAG inh DAPI viability: 5

Next entries follow:
nr	compound	TAG inh	TAG inh DAPI viability
25	Cc1cccc(C)c1NS(=O)(=O)c1ccc(OCCNS(C)(=O)=O)cc1	2	-12
26	Cc1ccc(NC(=O)N2CCCC2c2cccs2)cc1 (configuration not stated)	-2	3
27	C=CCOC(=O)C1=C(C)NC(SCC(=O)Nc2nccs2)=C(C#N)C1c1cccs1 (configuration not stated)	0	11
28	CC1Cc2nc(SCC(=O)N3CCCCC3)n(C)c(=O)c2S1 (configuration not stated)	14	-1
29	O=S(=O)(Oc1ccccc1-c1ccccc1)c1ccccc1	-15	0
30	Cc1cc([N+](=O)[O-])ccc1NC(=O)C(C)NC1CCCCC1 (configuration not stated)	-4	9
31	CC(=O)c1cccc(NC(=O)CSc2n[nH]c(=O)n2C2CC2)c1	6	1
32	O=S(=O)(NC(=S)c1ccccc1)c1ccc(F)cc1	5	2
33	CC1(c2ccc(Cl)cc2Cl)NC(=O)N(CC(=O)NC2CCCCC2)C1=O (configuration not stated)	-21	7
34	CCCN(C(=O)CSc1n[nH]c(-c2ccc(OC)cc2)n1)c1c(N)n(Cc2ccccc2)c(=O)[nH]c1=O	7	-4
35	Cc1ccnc(NC(=O)CCC(=O)c2cc(C)sc2C)c1	8	1
36	CC1(C)NC(=O)N(CN2C(=O)NC(C)(C)C2=O)C1=O	-3	23
37	c1ccc(NC2=NCCN2CC2CCCCC2)cc1	15	-2
38	O=c1c(-c2ccc(O)cc2)coc2cc(OC3OC(CO)C(O)C(O)C3O)cc(O)c12 (configuration not stated)	2	4
39	Nc1nnc(CC(=O)Nc2ccccc2)s1	12	-9
40	Cc1ccc(S(=O)(=O)n2nc(OC(=O)c3cccs3)cc2N)cc1	10	-4
41	O=C(NC1CCS(=O)(=O)C1)c1ccc(Br)s1 (configuration not stated)	7	2
42	O=C(Nc1ccn(Cc2ccccc2)n1)c1ccc2c(c1)OCO2	-40	-2
43	CC(=O)Nc1cc(-c2cccnc2)cn2c(-c3cccc(C(F)(F)F)c3)cnc12	20	-7
44	N#CCCCCN1c2cccc3cccc(c23)S1(=O)=O	-6	10
45	CCc1ccc(NC(=O)N2CCc3ccccc3C2)cc1	-43	2
46	CCCn1cnc2cc(NC(=O)c3ccco3)ccc21	-7	2
47	CSC1(SC2=NCCN2)SC2(NCCN2)S1	6	1
48	CCCOC(=O)C1=C(C)NC(=O)NC1c1cccc2ccccc12 (configuration not stated)	-29	-4
49	COc1ccc(C(=O)NN/C(=N/S(=O)(=O)c2ccc(C)cc2)c2ccccc2)cc1	13	-5
50	COc1ccc(-c2cc(-c3ccc(OC)cc3)c(C#N)c(SC)n2)cc1	21	1
51	COc1ccc(CN(C)CC(=O)Nc2ccc(N3CCOCC3)cc2)cc1OC	2	-1
52	CC(C)C(=O)Nc1ccc2c(c1)oc1ccccc12	-8	6
53	CCN(CC)C(=O)c1ccc(NS(=O)(=O)c2ccc(/C=C/C(=O)O)cc2)cc1	6	-13
54	CC(=O)c1sc(-c2ccccc2)cc1NS(=O)(=O)c1ccc(C)cc1	-8	9
55	Cc1oc2cc3oc(=O)c4c(c3cc2c1C)CCC4	-4	6
56	Cc1cc(C)n2nc(CNS(=O)(=O)c3ccc(F)c(C)c3)nc2n1	2	10

A second format for 4 compounds above:
1: COC(=O)c1ccccc1SC1CC(=O)N(c2cccc(C)c2)C1=O (configuration not stated)
15: Cc1noc(C)c1COC(=O)C1COc2ccccc2O1 (configuration not stated)
8: CC1(c2ccc(OC(F)F)cc2)NC(=O)N(CC(=O)Nc2ccc3[nH]c(=O)[nH]c3c2)C1=O (configuration not stated)
12: Clc1ccc(N/N=C/c2cccs2)nn1

| entry no. | 1 | 15 | 8 | 12 |
| --- | --- | --- | --- | --- |
| TAG inh | 1 | -35 | 1 | -7 |
| TAG inh DAPI viability | 2 | 22 | 1 | 3 |

Next records follow.
nr	compound	TAG inh	TAG inh DAPI viability
57	C=CCn1c(COc2ccc(Cl)cc2)nnc1SCC(=O)N/N=C/c1cccc(O)c1	-11	7
58	Cn1c(N)c(C(=O)COC(=O)Cc2ccsc2)c(=O)n(C)c1=O	0	3
59	CCOc1ccccc1C1C(C(=O)Nc2ccccc2OC)=C(C)Nc2nnnn21 (configuration not stated)	-3	-1
60	O=C(Nc1ccc2ccccc2c1)c1onc2c1CCCC2	4	6
61	CC(=O)c1c(C)[nH]c(C(=O)OCC(=O)Nc2cc(Cl)ccc2[N+](=O)[O-])c1C	-4	-16
62	CCOC(=O)c1c(O)c2ccccc2n(-c2ccccc2)c1=O	7	0
63	C=CCn1c(SCC(=O)N(CCOC)c2c(N)n(CC(C)C)c(=O)[nH]c2=O)nc2ccccc21	-2	0
64	COc1cc(NC(=O)CCC(=O)c2cccs2)cc(OC)c1	-3	3
65	Cc1ccnc(NC(=O)C2CCN(S(=O)(=O)c3ccc(Cl)c(C(F)(F)F)c3)CC2)c1	-6	1
66	COc1ccc(NC(=O)c2ccccc2Cl)cc1NC(=O)CN1CCOCC1	1	15
67	COC(=O)CNC(=O)Cn1nc(C)c([N+](=O)[O-])c1C	1	-7
68	O=C(NCCc1ccc(Cl)cc1)C1CCN(S(=O)(=O)c2ccc(Br)s2)CC1	1	-4
69	O=C(O)c1ccc(N=C2NC(=O)C(CO)(CO)S2)cc1	-2	-3
70	Cc1nc(NS(=O)(=O)c2ccccc2)sc1C(=O)N/N=C/c1ccccc1	0	10
71	Cc1ccc(C(=O)Nc2cccnc2)cc1S(=O)(=O)N1CCCC1	19	-6
72	COc1ccc(CCNC(=O)Cn2c(=O)oc3ccccc32)cc1OC	-17	-2
73	Cc1cc(C)n(/C(=C/N(C)C)C(=O)c2ccccc2)n1	1	-2
74	CCC/C(=N/NC(=O)c1ccccc1Cl)c1ccccc1	6	-4
75	O=C(/C=C/c1ccco1)N1CCN(S(=O)(=O)c2ccc(F)c(F)c2F)CC1	11	-10
76	CC12C=CC(=O)C=C1CCC1C2C(O)CC2(C)C1CCC2(O)C(=O)CO (configuration not stated)	33	17
77	COc1ccc(NC(=O)CNc2cc(S(=O)(=O)N3CCOCC3)ccc2NCC2CCCO2)cc1 (configuration not stated)	2	-6
78	COc1ccc(-n2sc3ccccc3c2=O)cc1	32	-6
79	CC(C)CCN1C(=O)c2ccc(C(=O)OCn3nnc4ccccc4c3=O)cc2C1=O	11	-11
80	CCn1cc(/C=C(\NC(=O)c2ccccc2OC)C(=O)N2CCOCC2)c2ccccc21	-22	5
81	Cc1cc(=O)oc2cc(NC(=O)COc3cccc(C(F)(F)F)c3)ccc12	-24	-5
82	CCOC(=O)Cc1csc(NC(=O)COc2cccc(C)c2)n1	-2	5
83	CCN(CC)CCn1c(=O)n(-c2ccc(Cl)cc2)c(=O)c2c3c(sc21)CN(C)CC3	5	14
84	Cc1cccc(NC(=O)CN2CCN(C(=O)c3ccc(-c4nc5ccccc5s4)o3)CC2)c1C	19	-3
85	CCc1ccc(OCCn2cccn2)cc1	-4	16
86	CCc1ccc(C(=O)CCC2CCCCC2=O)cc1 (configuration not stated)	-21	2
87	O=C(OCc1ccc(F)cc1)c1ccc2ccccc2n1	5	2
88	CCCCC(=O)N(C)c1c(CC)nc2c(OCC(=O)c3ccc(F)cc3)cccn12	-3	-7
89	COC(=O)c1ccc(CSCC(=O)Nc2ccccc2)cc1	4	19
90	CCC1Oc2ccccc2N(CC(=O)NCc2ccco2)C1=O (configuration not stated)	8	-11
91	CCOC(=O)N1CCN(C(=O)COc2ccc(Br)cc2)CC1	-12	-3
92	O=C(CCc1nnc(-c2ccccc2)o1)NCc1c(F)cccc1F	7	-12
93	CN(C)S(=O)(=O)c1cccc(NC(=O)c2cccc(S(=O)(=O)N3CCc4ccccc43)c2)c1	2	5
94	CCOC(=O)c1ccccc1C(=O)N1CCOCCOCCOCC1	-4	2
95	O=C(NC1CCCCC1)N1CCN(c2ccc(Cl)cc2)CC1	-8	2
96	O=C(O)/C=C/C(=O)Nc1ccc2c(c1)NC(=O)CO2	1	-13
97	CCC(=O)NC1=C(NC(C)c2ccccc2)C(=O)c2ccccc2C1=O (configuration not stated)	6	-14
98	CN(CCOc1ccc(Cl)cc1)C(=O)CN1C(=O)NC2(CCCCC2)C1=O	-4	-1
99	COc1ccccc1CCNC(=O)c1cccc(S(=O)(=O)NCc2ccccc2)c1	-10	1
100	CC1=C(C(=O)N2CCOCC2)CC(CC(=O)NCCc2ccccn2)C(=O)N1Cc1ccc(F)cc1 (configuration not stated)	16	5
101	O=C(Nc1ccc(Cl)cn1)Nc1ccccc1F	26	-18
102	Cc1ccsc1C(=O)N1CCCC(C)(C(=O)NS(=O)(=O)C2CC2)C1 (configuration not stated)	4	0
103	CCN(CC)S(=O)(=O)c1cccc2nsnc12	0	0
104	CCc1ccccc1N1CN(Cc2cccnc2)CNC1=S	-8	1
105	C#CCNC(=O)C1=C[C@@H](c2csc3ccccc23)C[C@@H](OCc2ccc(CO)cc2)O1	-35	-4
106	COCCCNC(=S)N/N=C/c1ccc(O)cc1	-1	-8
107	C=CCNC(=O)/C(C#N)=C/c1ccc(C(=O)O)cc1	-6	8
108	COc1cccc(CN2CCN(CC(=O)Nc3ccccc3Cl)CC2)c1	12	-6
109	Cc1ccc(C(=O)N(C)CC(=O)Nc2ccc(Cl)c(C(F)(F)F)c2)cc1S(=O)(=O)N1CCCCC1	5	-7
110	COc1ccc(C(=O)NCc2cccnc2)cc1C(=O)NCc1cccnc1	-17	3
111	CC(C)N1CCC(N2CCN(Cc3ccc(C#CC(C)(C)O)s3)CC2CCO)CC1 (configuration not stated)	17	-2
112	COc1ccccc1C1CC(=O)Oc2c(C(C)C)ccc(C)c21 (configuration not stated)	9	-3

3 of the compounds above, with values under each structure.
Below each compound: TAG inh | TAG inh DAPI viability
108: COc1cccc(CN2CCN(CC(=O)Nc3ccccc3Cl)CC2)c1
  12 | -6
109: Cc1ccc(C(=O)N(C)CC(=O)Nc2ccc(Cl)c(C(F)(F)F)c2)cc1S(=O)(=O)N1CCCCC1
  5 | -7
110: COc1ccc(C(=O)NCc2cccnc2)cc1C(=O)NCc1cccnc1
  -17 | 3

The list goes on.
nr	compound	TAG inh	TAG inh DAPI viability
113	O=C(O)COc1ccc(Cl)cc1C1CCCCC1	1	1
114	COc1cc2ncnc(NCc3cccc(Cl)c3)c2cc1OC	-2	12
115	[O-][n+]1ccc(OCc2ccccc2)cc1	-2	10
116	O=C(COc1ccc(F)cc1)NC1CC1	-10	-3
117	Cc1ccc(C)c(NC(=O)COC(=O)c2ccc3ccccc3n2)c1	-29	-2
118	O=C(Nc1nnc(Cc2ccc(F)cc2)s1)Nc1ccccc1F	-6	0
119	CCC(=O)N(CCCN(C)C)c1nc(-c2cc(OC)ccc2OC)cs1	18	3
120	COc1ccc(N2CC(O)=C(c3nc(-c4ccccc4)cs3)C2=N)cc1	-16	7
121	Cc1ccc(-c2nc(CN3CCCC(C(=O)N4CCOCC4)C3)c(C)o2)cc1 (configuration not stated)	0	0
122	CN(C)c1ncnc2c1nnn2C1OC(CO)C(O)C1O (configuration not stated)	43	-37
